# Source: PubChem BioAssay (National Center for Advancing Translational Sciences (NCATS))
# hERG WT inh: blocks the wildtype human KCNH2 potassium channel. 0.37% of 340,000 active. activity change, % at 1.84 µM. U2OS, BacMam KCNH2, thallium flux FluxOr; hits give low values. Q12809;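 active means maximum activity change below -70%; inconclusive means maximum activity change between -70% and -50%; inactive means maximum activity change above -50%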
#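 U2OS cells transduced with wild-type KCNH2 virus are loaded with FluxOr dye for 45 min, and thallium flux is measured in kinetic reads before and after stimulation buffer. Rate constants are normalized to DMSO controls.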
# B2AR arrestin: recruits beta-arrestin to the human beta2-adrenergic receptor; P07550; beta-arrestin recruitment to beta2AR, cell-based reporter; Potency, µM (highest dose often 46.1 µM), for the others: at the top dose activation, actives largely listed as activators; 0.02% of 330,000 active; AID 492947;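 further: potency means the concentration at half of the fitted maximal effect; 0% = DMSO controls and full agonism = EC100 isoproterenol or metaproterenol; nearly all actives have a fitted effect of over 65% in size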
# Target sequence (P07550 whole entry, looked up): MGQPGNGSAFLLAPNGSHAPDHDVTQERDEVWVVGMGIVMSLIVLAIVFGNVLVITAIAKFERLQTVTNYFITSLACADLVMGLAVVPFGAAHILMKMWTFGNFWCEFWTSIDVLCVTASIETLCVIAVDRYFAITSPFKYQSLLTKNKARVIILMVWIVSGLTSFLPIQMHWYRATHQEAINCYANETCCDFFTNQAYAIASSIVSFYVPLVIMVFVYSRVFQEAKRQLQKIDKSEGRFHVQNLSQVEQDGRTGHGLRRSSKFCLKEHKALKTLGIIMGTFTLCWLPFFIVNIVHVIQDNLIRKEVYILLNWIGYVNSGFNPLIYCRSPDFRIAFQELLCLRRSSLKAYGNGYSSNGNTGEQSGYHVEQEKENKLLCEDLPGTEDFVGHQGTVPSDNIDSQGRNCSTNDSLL
# USP2a block: USP2a (human) protease inhibition. O75604. USP2 core, Ub-CHOP2 coupled fluorogenic reporter, 485/531. Potency, µM (top dose mostly 38.3 µM), for the others: top-dose activity change, negative = inhibition, actives largely listed as inhibitors. 0.01% of 330,000 active;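 further: potency means the concentration at half of the fitted maximal effect; plate controls were DMSO wells for no effect and full inhibition by NEM control for full effect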
# Target sequence (O75604 whole entry, looked up): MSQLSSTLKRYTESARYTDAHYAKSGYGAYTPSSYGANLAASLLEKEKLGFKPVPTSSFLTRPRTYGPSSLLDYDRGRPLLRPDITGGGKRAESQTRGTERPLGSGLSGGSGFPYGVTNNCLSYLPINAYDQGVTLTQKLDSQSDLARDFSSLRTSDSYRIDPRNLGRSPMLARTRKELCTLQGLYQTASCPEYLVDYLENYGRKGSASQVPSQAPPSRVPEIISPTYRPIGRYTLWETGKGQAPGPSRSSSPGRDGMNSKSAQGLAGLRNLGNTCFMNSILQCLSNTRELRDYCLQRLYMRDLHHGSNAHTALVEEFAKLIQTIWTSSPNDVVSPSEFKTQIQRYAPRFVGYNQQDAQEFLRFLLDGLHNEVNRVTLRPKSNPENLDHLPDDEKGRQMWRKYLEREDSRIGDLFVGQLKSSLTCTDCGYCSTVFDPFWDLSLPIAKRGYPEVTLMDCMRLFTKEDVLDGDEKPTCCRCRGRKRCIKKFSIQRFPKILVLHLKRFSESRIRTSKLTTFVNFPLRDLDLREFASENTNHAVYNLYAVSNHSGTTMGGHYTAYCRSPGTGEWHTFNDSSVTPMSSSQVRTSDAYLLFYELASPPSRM
#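 Cell-free coupled assay: 10nM USP2 core preincubated 30min RT with compound in Tris-HCl pH 8.0/CaCl2/CHAPS buffer, then 25nM Ub-CHOP2 and 25nM reporter substrate; fluorescence (Ex 485/Em 531) read after 60min RT, normalized to NEM inhibition, concentration-response curves fitted.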
# Giardia killer: kills Giardia lamblia. activity change, % at 7.66 µM, hits read low. Giardia lamblia trophozoite viability. 0.15% of 340,000 active; in the data active means activity change below about -80%; inconclusive means between about -30% and that limit;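 further: parasites exposed to compound for two days anaerobically before the ATP read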
#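 Compounds were tested on trophozoites seeded at 100 cells/well and held 48 hrs at 37 deg C anaerobically. An ATP-based luminescent kit measured the remaining live cells.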
# Eya2 phos inh: Eya2 (human) phosphatase inhibition | O00167 | recombinant Eya2, OMFP fluorescence dephosphorylation (OMFP is methylfluorescein phosphate) | Potency, µM (highest dose often 76.9 µM), inactives show at the top dose activity, negative = inhibition, actives largely listed as inhibitors | 0.006% of 330,000 active | AID 488837; further: potency means the concentration at half of the fitted maximal effect
#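 Eya2 (0.2 uM) preincubated 10 min at ambient with compound, then OMFP substrate added at 50 uM; 10 min reaction in 50 mM HEPES pH 7.5, 50 mM NaCl, 5 uM MgCl2, 0.05% BSA, 1 mM DTT. Fluorescence read at Ex 485/Em 525 nm.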
# PKM2 act: increases activity of human pyruvate kinase M2; P14618; purified PKM2, Kinase-Glo ATP luminescence, activation; response scale: 0% is enzyme alone, no compound; Potency, µM (doses to about 57.5 µM), for inactives: at the highest dose activation, hits mostly activators; 0.34% of 260,000 active; further: potency means the concentration at half of the fitted maximal effect; nearly all actives have a fitted effect of over 55% in size
#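 Kinase-Glo luminescence reports ATP generated from ADP (0.1 mM) and PEP (0.5 mM) by purified hPK-M2 after 1 h at room temperature, pH 7.2 imidazole buffer; intermediate enzyme activity allows detecting inhibitors and activators.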
# BCR signal inh: inhibitors of chronic active B-cell receptor signaling; ABC-DLBCL IkBa-CBG/CBR reporter, luminescence ratio, 4 h; Potency, µM (doses to about 46.1 µM), without a hit: at the highest dose ratio change, negative = lower green/red ratio, actives largely listed as inhibitors; 0.05% of 340,000 active; AID 493014; active means well fitted inhibition curve with a large enough effect in the signal ratio, with a control signal flat, not every such curve was filed as active; inconclusive means small, poorly fitted or top-dose-only effect, or effect the other way, or a change in a side signal; the % refers to the signal ratio;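 further: potency means the concentration at half of the fitted maximal effect; plate controls were basal doxycycline-induced cells for no effect and cells given 10 µM MG132 for full effect; MG132 reads +100%, hits lower the ratio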
#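 Cell line TMD8 (human ABC DLBCL), stably expressing tet-inducible CBG68-IkBa fusion and CBR; IMDM/0.5% FBS; cpd up to 46 uM; dox induction, 4 h, 37C/5% CO2; dual luminescence; green/red ratio; MG132 control.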
# Coupling enz: inhibits coupling enzyme system, counter-screen for aldolase hits | coupling enzyme system counterscreen, AmpLite Red fluorescence | activity change, negative = inhibition, % at 58.2 µM, hits read low | 0.67% of 290,000 active | AID 2472; in the data active means activity change below about -30%
#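 Compounds tested against the coupling enzymes alone at 57.5 uM final; readout was AmpLite Red fluorescence (525/598 nm) after 20 min at RT.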
# uPA surface inh: cell surface uPA generation inhibition. Potency, µM (highest dose often 38.3 µM), for the others: at the highest dose activity change, negative = inhibition, actives largely listed as inhibitors. cell surface uPA generation assay, qHTS. 0.31% of 330,000 active. AID 540303; active means well fitted inhibition curve with a large enough effect; inconclusive means small, poorly fitted or top-dose-only effect; inactive means no such curve, though single readings can be large or run the other way; tested in mouse RAW 264.7 cells; further: potency means the concentration at half of the fitted maximal effect; nearly all actives have a fitted effect of over 55% in size
# KCNH2 3.1 block: blocks the human KCNH2 3.1 channel isoform; activity change, % (tested at about 1.8 µM); U2OS KCNH2 3.1, thallium flux FluxOr; hits give low values; 0.95% of 340,000 active; AID 720553;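 active means maximum activity change below -70%; inconclusive means maximum activity change from -70% to -50%; inactive means maximum activity change above -50%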;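 further: thallium influx rate constant from kinetic fluorescence after stimulation buffer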
#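 Virally transduced U2OS (3.1 isoform, 4 h infection in dark at RT) → overnight 37 C → FluxOr + Red40 in HBSS/HEPES, 45 min → stimulation buffer, 2 min kinetic read → rate constant vs DMSO controls.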
# GALK inh: galactokinase (human) inhibition. Purified GALK, Kinase-Glo residual ATP luminescence. Potency, µM (highest dose often 57.5 µM), for inactives: at the highest dose activity change, negative = inhibition, most hits filed as inhibitors. 0.007% of 270,000 active. P51570; further: potency means the concentration at half of the fitted maximal effect
#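 Luminescence from leftover ATP (Ultra-Glo luciferase/luciferin) served as read-out after a 1 h room-temperature reaction of 5 nM GALK with 35 uM ATP and 100 uM galactose.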
# * = called active by the depositor; ? = inconclusive; nt = no result given; [ ] = another dose, or the depositor's remark. Unless noted, the call rests on the fitted dose curve; in most records, active means well fitted curve in the direction sought with a large enough effect; inconclusive means small, poorly fitted or top-dose-only effect, or another doubt; inactive means no such curve, though single readings can be large; an effect the other way counts as inactive or inconclusive. Unless noted, on the % scale 0 is the no-effect control and ±100 the full control effect.
molecule,Coupling enz,GALK inh,USP2a block,B2AR arrestin,uPA surface inh,BCR signal inh,Eya2 phos inh,KCNH2 3.1 block,Giardia killer,hERG WT inh,PKM2 act
CC(C)C[C@H](NC(=O)c1nc[nH]c1C(=O)N1CCNCC1)C(=O)OCc1ccccc1,nt,nt,-0.2%,-1.2%,8.5%,12.1%,-18.6%,-4.6,4.4,-11.7,nt
C=CCN(c1ccc(C(=O)Nc2ccc3c(c2)OCO3)cc1)S(C)(=O)=O,-2.2,2.8%,-0.3%,-0.7%,1.0%,?,-4.5%,-14.3,3.6,2.7,4.8%
O=C(CSc1nnnn1-c1cccc2ccccc12)Nc1ccc(N2CCOCC2)c(Cl)c1,0.4,-2.2%,-2.0%,-0.8%,-4.9%,-3.3%,-4.8%,-6.1,3.0,24.2,0.1%
CCOc1ccc(CCNC(=O)COC(=O)C2CCN(S(=O)(=O)c3ccc(C)c(C)c3)CC2)cc1OCC,6.6,4.6%,3.9%,6.1%,-24.8%,?,-14.6%,3.7,-18.5,-8.1,16.0%
Cc1nn(C)c(C)c1NC(=O)/C(C#N)=C\N(C)C,0.1,5.9%,-0.7%,-0.6%,0.7%,-3.4%,5.7%,2.8,5.7,-0.4,-0.3%
O=C(CN1CCOCC1)Nc1nc2ccc(Br)cc2s1,1.2,-0.2%,1.0%,0.0%,-3.7%,7.2%,4.0%,-8.0,5.1,5.7,-1.1%
Cc1ccc(C(=O)O/N=C(\c2ccccc2)c2ccncc2)cc1,-3.1,-2.7%,-2.4%,-0.1%,4.1%,-6.4%,-7.3%,6.7,-23.0,18.5,-0.7%
Cc1csc(SCC(=O)N(C)c2c(N)n(Cc3ccccc3)c(=O)[nH]c2=O)n1,-0.2,-2.4%,1.3%,0.0%,22.8%,1.0%,-17.3%,10.7,-11.7,-1.5,?
O=C(NCc1ccc(F)cc1)c1noc2c1CCCCC2,4.3,-2.3%,0.1%,-0.6%,nt,?,-13.2%,11.6,-11.1,-2.4,9.8%
COC(=O)c1scc(C)c1NC(=O)CSc1ccc(Cl)cc1,0.2,-1.5%,-0.2%,0.3%,-8.0%,-2.5%,?,16.7,-6.8,-2.1,-0.8%
COc1ccccc1NS(=O)(=O)c1cccc(C(=O)N/N=C2\CC(=O)CC(C)(C)C2)c1,-3.7,-1.2%,11.6%,-0.6%,3.7%,-2.1%,-7.9%,3.0,3.2,1.4,-9.2%
CCOC(=O)c1c(C)[nH]c(C(=O)OCC(=O)NCc2ccc(OC)c(OC)c2)c1C,nt,nt,-1.0%,-0.4%,-1.4%,1.8%,-13.5%,-32.7,0.1,-19.8,nt
Cc1nnc(SCc2nnc(-c3ccc(Cl)cc3)o2)n1-c1ccccc1,2.6,2.9%,0.8%,0.4%,6.1%,0.0%,-1.4%,-3.8,-1.0,0.5,-3.8%
O=C(CSc1nnc(NC(=O)c2ccccc2)s1)NC1CCCC1,2.5,1.4%,0.8%,-0.5%,-12.4%,-0.2%,3.4%,5.9,?,1.6,-7.4%
CCn1c(=O)c(C(=O)Nc2ccccc2S(N)(=O)=O)c(O)c2ccccc21,-2.1,-1.2%,?,0.0%,-5.0%,?,29.9%,5.8,8.3,9.1,-5.8%
O=C(Cc1c(F)cccc1Cl)Nc1ccccc1N1CCCCC1,1.5,-0.5%,-0.2%,-0.1%,5.6%,3.9%,-12.8%,11.3,27.6,5.1,-3.1%
OC1CCN(c2c3c(nc4cc(-c5ccc(Cl)cc5)nn24)CCC3)CC1,0.7,-1.7%,0.4%,0.1%,4.4%,?,0.8%,-6.9,4.9,-6.9,-5.4%
COc1cc(N(C(=O)Cc2cccs2)C(C(=O)NC2CCCCC2)c2ccc(C)cc2)ccc1-n1cnnn1 (stereo not given),3.1,0.9%,2.7%,-0.7%,-4.1%,6.4%,3.1%,-23.7,6.2,4.7,2.1%
CC(C)[C@@H](N)C(=O)N/N=C/c1ccc2ncccc2c1,5.5,3.6%,-3.0%,-0.3%,-1.8%,?,1.6%,6.3,-26.4,3.2,-1.6%
CN(C)C(CNC(=O)CSc1nc2ccccc2c(=O)n1Cc1ccco1)c1ccccc1 (stereo not given),nt,nt,0.4%,-0.1%,2.6%,2.6%,9.1%,-7.6,47.9[activator],-1.5,nt
COc1cccc(NC(=O)CN(C)CC(=O)Nc2ccc(C)c([N+](=O)[O-])c2)c1,0.6,5.9%,-0.5%,-0.2%,4.0%,?,-19.2%,-23.2,-16.7,-2.6,nt
COc1ccc(C(=O)NCC2CCCN2S(=O)(=O)c2cccs2)cc1 (stereo not given),nt,nt,0.5%,0.1%,-2.2%,0.6%,-19.3%,11.9,0.3,-3.2,nt
CCCCC[C@H]1CN(Cc2ccc(OC)cc2)C(=O)[C@@H]1CC(=O)NCc1ccccc1,-0.2,nt,1.1%,-0.3%,4.8%,-1.7%,-3.5%,-4.6,-29.5,3.7,-0.2%
O=C(/C=C/c1cccc(Br)c1)NCC1CCCCC1,0.2,0.0%,5.4%,0.5%,1.0%,10.1%,-3.0%,-5.9,17.7,-3.3,-12.9%
Cc1ccc(CN(C)C(=O)COC(=O)CSc2ccc([N+](=O)[O-])cc2)cc1,nt,nt,-3.0%,-0.1%,1.1%,-20.5%,-14.7%,-4.0,-22.6,-9.5,nt
COCCN(C(=O)CNC(=O)c1ccco1)C(C(=O)NC1CCCC1)c1cccc(OC)c1 (stereo not given),0.3,-0.5%,-0.1%,-1.0%,-0.2%,-0.2%,0.8%,12.0,-18.0,-0.5,-3.6%
CC(=O)[C@@H]1[C@@H]2C(=O)N(c3ccccc3F)C(=O)[C@@H]2[C@H]2c3ccccc3C=NN12,1.1,-0.6%,-0.8%,0.2%,-4.2%,?,-5.5%,4.0,-24.3,-1.4,-5.2%
C=CCN(c1cccc(C(F)(F)F)c1)S(=O)(=O)c1cccc(C(=O)OCC(=O)NC)c1,2.1,-0.3%,3.1%,-0.6%,2.8%,-0.1%,-2.1%,10.7,-25.6,2.6,2.1%
C=CCn1c(SCC(=O)NCC2CCCO2)nc2c([nH]c3ccccc32)c1=O (stereo not given),nt,-2.6%,2.2%,-0.9%,-4.2%,8.0%,13.8%,7.8,23.6,-9.3,-1.9%
COc1ccc(CC(=O)N2N=C(C)CC2(O)c2cccnc2)cc1 (stereo not given),-0.1,2.6%,0.8%,-0.2%,0.0%,11.1%,17.1%,-2.4,-20.5,0.6,5.4%
CNC[C@H]1Oc2c(NC(=O)c3ccc(-c4nccs4)cc3)cccc2C(=O)N([C@@H](C)CO)C[C@@H]1C,nt,nt,0.8%,0.1%,4.5%,0.7%,-9.2%,9.2,-22.5,-0.4,nt
CC(Oc1cc2oc(=O)c3c(c2cc1Cl)CCCC3)C(=O)NCC1CCC(C(=O)O)CC1 (stereo not given),-1.9,-1.9%,1.1%,-0.2%,-4.8%,7.6%,4.5%,-12.1,-20.4,2.7,nt
COc1ccc(NC(=O)CCS(=O)(=O)c2ccc3nc(C)sc3c2)cc1OC,0.8,nt,0.2%,0.2%,1.7%,2.5%,-2.0%,-6.1,0.8,3.1,3.1%
COc1ccc(C#Cc2c(-c3ccccc3)n(-c3ccccc3)c3ccc(CO)cc23)cc1,nt,nt,1.7%,-0.3%,-10.5%,?,-12.4%,-7.4,-23.7,-3.0,nt
Cc1c(N(C)S(=O)(=O)c2cc(C(=O)Nc3ccccn3)ccc2Cl)c(=O)n(-c2ccccc2)n1C,nt,nt,1.6%,0.2%,-1.2%,12.1%,6.8%,-2.5,-4.7,-8.4,nt
Cc1nonc1OCCn1nnnc1N,1.8,1.6%,0.9%,-0.5%,12.8%,-2.5%,4.3%,1.2,7.1,-9.2,-0.3%
COc1ccc(CCNC(=O)CCc2cc(OC)c(OC)c(OC)c2)cc1OC,1.4,-0.3%,2.1%,0.1%,0.4%,2.3%,-11.2%,13.5,4.2,2.1,nt
CCSc1nc2c(c(=O)n1-c1ccc(F)cc1)SCC2,-0.6,-0.2%,-1.2%,0.2%,-4.5%,3.4%,2.9%,6.6,5.8,-1.6,9.1%
O=C(COc1ccccc1)Nc1cc(C(F)(F)F)ccc1N1CCCC1,2.4,2.1%,2.5%,-0.4%,10.9%,21.8%,-1.1%,-11.9,2.6,8.6,-0.5%
CCN(CC)S(=O)(=O)c1ccc(C(=O)Nc2cccc(C)c2)cc1,-1.7,0.7%,0.2%,-0.1%,-7.9%,23.7%,-38.6%,-5.0,-5.8,-6.1,-1.7%
Cc1ccc(/C=C2/C(=O)N=C(N)N2C)s1,0.8,-1.6%,2.9%,-1.6%,2.9%,?,2.9%,-6.0,-2.5,-1.6,-3.2%
CC(SCC(=O)O)c1nc2ccccc2[nH]1 (stereo not given),2.5,0.8%,0.0%,-0.1%,-2.2%,1.6%,-1.9%,22.6,-15.4,-1.5,0.9%

# An unsorted share of the library; 2.4% or so of the library scored in one or more.
